# PI5P4K alpha inh – blocks human PI5P4K alpha kinase activity | PI5P4Kalpha enzyme, ADP-Glo luminescence, 60 min; active compounds read low | max response, % | 330,000 tested, 1.2% active; active = max response of -50% or lower; inconclusive = between -30% and -50%; inactive = -30% or higher; also: value at the top dose of about 77 µM; % is scaled to controls: 0 for no effect and ±100 for the full control effect
#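 Compounds were pin-transferred onto PI5P4Kalpha and substrate in HEPES pH 7.4 buffer with EGTA, CHAPS and 5% DMSO. ATP (5 microM final) started the reaction, which ran 60 minutes at room temperature before ADP-Glo detection.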
# IL2 activator – activates IL-2 in a cell-based reporter assay; IL-2 activation reporter assay, cell-based qHTS; stimulated with anti-CD3/CD4/CD28 beads; in transgenic mouse T cells; activation, % (series mostly up to about 46 µM); 360,000 tested, 0.065% active; AID 652025; in the data active = activation above about 50%; inconclusive = mostly about 30% to 49%; also: 0% is about no effect
#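 Screening format: compound pinned onto unstimulated transgenic mouse T cells, 60 min incubation, then anti-CD3/anti-CD4/anti-CD28 bead stimulation for 18 hours at 37 degrees C, followed by EGFP and DsRed detection.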
# GLP1R cytotox – cytotoxicity in counter-screen for GLP-1R inverse agonists; HEK293 cAMP-luciferase reporter cells, luminescence, 24 h; AID 624418; 410,000 tested, 0.13% active; Potency, µM (series often up to 38.3 µM), for the others: at the top dose activity change, negative = inhibition, actives largely listed as inhibitors;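 also: loss of luciferase light is scored as toxicity; potency is read from the fitted curve at half-maximal effect; % is scaled to controls: 0 for no effect and ±100 for the full control effect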
#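 MLSMR compounds, 24 hr on cells at 37 deg C/5% CO2; luminescence after luciferase reagent (12 min RT). Inhibition counted as the undesired cytotoxic outcome.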
# PTHR1 agonist – PTHR1 (human) receptor agonism; Q03431; HEK293 GP2 PTHR1 cells, GloSensor cAMP luminescence, 1 h; Potency, µM (top dose mostly 115 µM), without a hit: top-dose activation, hits mostly activators; 410,000 tested, 0.075% active; AID 743266; also: potency is read from the fitted curve at half-maximal effect; nearly all actives have a fitted effect of over 55% in size; some results filed as inactive show a strong effect at the top dose; inactives centre near -15; many of its hits are not listed in these tables
#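 HEK-293-derived GP2 cells expressing PTHR1 and a GloSensor cAMP reporter, 3,000/well, plated overnight, given luciferin plus IBMX (each 0.5 mM as added) for 1 h at 37 °C, then compound for 1 h at 37 °C. Luminescence was read after 15 min at room temperature.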
# EPAC1 antag – antagonists of human EPAC1. EPAC1 GEF assay, Rap1b-BODIPY-GDP exchange fluorescence. Potency, µM (top dose mostly 115 µM), for the others: top-dose activity change, negative = inhibition, usual class: inhibitors. 360,000 tested, 0.14% active. O95398. AID 720709;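 also: potency is read from the fitted curve at half-maximal effect; plate controls were vehicle for no effect and positive control for full effect; nearly all actives have a fitted effect of over 50% in size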
# Target sequence (O95398 whole entry, looked up): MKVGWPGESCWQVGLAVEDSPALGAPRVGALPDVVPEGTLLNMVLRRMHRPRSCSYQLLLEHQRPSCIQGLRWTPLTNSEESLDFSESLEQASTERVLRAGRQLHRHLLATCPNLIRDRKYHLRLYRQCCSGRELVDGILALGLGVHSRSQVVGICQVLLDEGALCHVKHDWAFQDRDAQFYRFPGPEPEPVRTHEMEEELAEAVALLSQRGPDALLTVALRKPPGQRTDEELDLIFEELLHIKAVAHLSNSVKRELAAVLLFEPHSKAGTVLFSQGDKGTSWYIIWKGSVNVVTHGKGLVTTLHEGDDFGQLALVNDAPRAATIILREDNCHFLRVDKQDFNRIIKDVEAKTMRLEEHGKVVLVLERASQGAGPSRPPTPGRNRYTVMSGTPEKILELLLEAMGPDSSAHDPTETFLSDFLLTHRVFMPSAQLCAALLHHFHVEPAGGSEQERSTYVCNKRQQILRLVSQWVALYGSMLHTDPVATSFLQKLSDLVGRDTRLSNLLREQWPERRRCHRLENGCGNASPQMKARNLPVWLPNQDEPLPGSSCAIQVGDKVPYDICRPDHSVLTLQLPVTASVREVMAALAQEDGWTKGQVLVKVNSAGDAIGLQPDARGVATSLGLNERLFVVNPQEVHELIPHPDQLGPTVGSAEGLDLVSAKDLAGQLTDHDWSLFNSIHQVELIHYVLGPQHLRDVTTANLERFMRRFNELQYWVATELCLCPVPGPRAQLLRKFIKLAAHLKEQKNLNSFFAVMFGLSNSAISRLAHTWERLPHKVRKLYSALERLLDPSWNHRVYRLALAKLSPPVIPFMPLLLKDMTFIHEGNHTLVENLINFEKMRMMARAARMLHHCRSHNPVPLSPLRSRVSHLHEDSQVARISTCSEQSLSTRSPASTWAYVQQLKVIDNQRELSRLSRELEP
# EPAC1 ag – activates human EPAC1 exchange factor | O95398 | EPAC1 agonist qHTS, biochemical assay; response scale: 100% = response to 6.5 mM cAMP | Potency, µM (top dose mostly 154 µM), for the others: at the highest dose activation, most hits filed as activators | 360,000 tested, 0.073% active; also: potency is read from the fitted curve at half-maximal effect; nearly all actives have a fitted effect of over 60% in size
#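 Multi-concentration qHTS readout: loss of Rap1B-bound BODIPY-GDP fluorescence driven by 100 nM EPAC1 with excess GDP (50 uM), monitored kinetically at room temperature; agonist response expressed relative to 6.5 mM cAMP.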
# GLP-1R inv ag – GLP-1 receptor (human) inverse agonism | P43220 | HEK293 GLP-1R CRE-luciferase, luminescence, 24 h; GLP-1R form is constitutively active | Potency, µM (top dose mostly 38.3 µM), for inactives: top-dose activity change, negative = inhibition, most hits filed as inhibitors | 410,000 tested, 1.6% active | AID 624417; also: potency is read from the fitted curve at half-maximal effect; % is scaled to controls: 0 for no effect and ±100 for the full control effect; nearly all actives have a fitted effect of over 55% in size
#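 HEK293 cells stably co-expressing constitutively active GLP-1R and a cAMP-responsive luciferase reporter were seeded in DMEM with 10% Nu serum, given compounds after 12 h, and incubated 24 h at 37 deg C. Luminescence was then read.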
# GLP1R ag – activates the human GLP-1 receptor | AID 624172 | Potency, µM (series often up to 45.6 µM), for the others: top-dose activation, actives largely listed as activators | 380,000 tested, 0.007% active | P43220 | HEK293 GLP-1R CRE-luciferase, luminescence, 4-6 h; cells express a hypersensitive GLP-1R form; also: potency is read from the fitted curve at half-maximal effect; % of control where 0% means no effect
# PLK1 PBD block – inhibitors of human PLK1 polo-box domain binding; Plk1 PBD binding of FITC phosphopeptide, fluorescence polarization; Potency, µM, for the others: max response, negative = inhibition, most hits filed as inhibitors; 360,000 tested, 2.8% active; also: potency is read from the fitted curve at half-maximal effect; series mostly up to about 57 µM; % is scaled to controls: 0 for no effect and ±100 for the full control effect; nearly all actives have a fitted effect of over 65% in size
# An asterisk follows results filed as active; i = inactive; ? = inconclusive; nt = not tested or not shown; & = joins results of further samples; [ ] = remark or other dose. Unless noted, calls follow the shape of the dose curve; as a rule, active = well fitted curve in the direction sought with a large enough effect; inconclusive = small, poorly fitted or top-dose-only effect, or another doubt; inactive = no such curve, though single readings can be large; an effect the other way counts as inactive or inconclusive. The list is partial; count on the stated rates, not on these rows.
# The opening 2 records, ahead of the listing:
No.	compound	PI5P4K alpha inh	IL2 activator	GLP1R cytotox	PTHR1 agonist	EPAC1 antag	EPAC1 ag	GLP-1R inv ag	GLP1R ag	PLK1 PBD block
1	O=C(CSc1nnc(-c2cccs2)n1-c1ccccc1)NCc1ccco1	0.3	4.3	0.7%	i	-4.4%	1.5%	?	6.1%	-14.3%
2	O=C(NCC1COc2ccccc2O1)C1CCN(S(=O)(=O)c2ccc(Cl)cc2)CC1 (stereo not given)	7.0	0.0	-0.6%	-37.9%[inhibitor]	-4.6%	-14.7%	?	5.6%	3.2%

# The listing, from the first entry:
No.	compound	PI5P4K alpha inh	IL2 activator	GLP1R cytotox	PTHR1 agonist	EPAC1 antag	EPAC1 ag	GLP-1R inv ag	GLP1R ag	PLK1 PBD block
1	O=C(CSc1nnc(-c2cccs2)n1-c1ccccc1)NCc1ccco1	0.3	4.3	0.7%	i	-4.4%	1.5%	?	6.1%	-14.3%
2	O=C(NCC1COc2ccccc2O1)C1CCN(S(=O)(=O)c2ccc(Cl)cc2)CC1 (stereo not given)	7.0	0.0	-0.6%	-37.9%[inhibitor]	-4.6%	-14.7%	?	5.6%	3.2%
3	Cc1cc(Cl)cc2sc(NC(=O)c3ccco3)nc12	0.3	-1.5	-15.7%	-23.2%	-24.3%	-1.1%	8.8%	1.0%	5.7%
4	CC(C)(C)N1CC(C(=O)Nc2ccc(C(N)=O)cc2)CC1=O (stereo not given)	-3.5	-2.2	1.4%	i	0.1%	2.1%	8.7%	-0.9%	0.6%
5	Cc1n[nH]c(=S)n1-c1cccc(Cl)c1	0.8	1.5	-8.9%	i	-4.1%	7.7%	3.0%	-4.3%	-15.8%
6	CCCCCn1c(=O)c(Cc2ccccc2)c(O)c2ccccc21	nt	0.6	2.7%	-0.4%[57.5 µM]	-2.8%	-6.5%	11.5%	-3.2%	-7.2%
7	CCCN(CCC)c1nc(Cl)nc(NCCN2CCOCC2)n1	0.0	0.6	4.9%	-42.9%[inhibitor]	3.6%	10.1%	1.7%	10.1%	-1.1%
8	O=C(Cn1c(NCCO)nc2ccccc21)c1ccc([N+](=O)[O-])cc1	1.5	-3.1	-7.5%	i	-7.1%	2.7%	0.4%	-0.6%	-6.3%
9	N#Cc1cc2c(nc1SCc1ccccc1)CCCCC2	-12.6	-1.1	27.7%	-6.1%	-3.1%	1.0%	?	-3.2%	3.77µM*
10	CC(=O)OC1CC(n2ccc(NC(=O)c3ccccc3)nc2=O)OC1CO (stereo not given)	-0.6	0.2	1.7%	i	9.5%	-0.6%	4.9%	0.1%	-10.6%
11	Cc1ccnc(-n2sc3ccccc3c2=O)n1	-98.6*	-1.1	8.4%	-25.5%	-9.8%	1.8%	14.1%	-0.3%	3.77µM*
12	CCCCn1nnnc1C(c1cc2ccccc2o1)N(C)Cc1ccc(Cl)cc1 (stereo not given)	1.2	-1.2	2.5%	-5.7%	-29.1%	-2.9%	?	11.6%	-15.3%
13	CCC(C)CN1C(=O)CSCC1(C)C(=O)Nc1c(C)cccc1C (stereo not given)	5.2	-0.2	-1.0%	3.6%	-2.6%	-6.3%	4.3%	nt	-2.8%
14	Cc1ccc(C(=O)NCCN2CCOCC2)c(Cl)c1	-1.6	-0.3	-19.1%	-16.1%	-1.0%	-2.3%	-8.5%	14.2%	-17.6%
15	Cc1cccc(NC(=O)C2CCN(c3nccc(C)n3)CC2)c1	nt	-2.7	3.2%	-4.2%[57.5 µM]	1.9%	-1.0%	0.0%	0.1%	1.5%
16	Cc1nc(CCNC(=O)COc2ccccc2)cs1	-19.2	-2.8	0.1%	-21.3%	11.7%	15.4%	18.6%	-3.4%	-9.5%
17	O=C(NCc1ccccc1)C(c1ccco1)N(C(=O)c1csnn1)C1CC1 (stereo not given)	2.2	0.6	-1.4%	i	9.1%	0.2%	-4.0%	7.4%	0.4%
18	Nc1nnnn1/N=C/c1cc(Cl)cc(Cl)c1OCc1ccc(Cl)cc1Cl	0.7	-2.8	6.4%	i	3.2%	5.6%	-6.0%	-8.5%	-12.7%
19	COc1ccc(C(=O)Nc2c3c(nn2-c2cccc(Cl)c2)CS(=O)C3)cc1 (stereo not given)	-1.0	-1.3	-8.6%	i	2.6%	-1.4%	9.6%	-4.3%	-17.6%
20	COc1ccc(OC)c(NC(=O)Cn2c(-c3ccc(Cl)cc3)noc2=O)c1	nt	-3.4	-4.7%	i	16.3%	-10.2%	0.8%	0.5%	-0.6%

# Part of the list above in order of number of heavy atoms, lowest first:
No.	compound	PI5P4K alpha inh	IL2 activator	GLP1R cytotox	PTHR1 agonist	EPAC1 antag	EPAC1 ag	GLP-1R inv ag	GLP1R ag	PLK1 PBD block
11	Cc1ccnc(-n2sc3ccccc3c2=O)n1	-98.6*	-1.1	8.4%	-25.5%	-9.8%	1.8%	14.1%	-0.3%	3.77µM*
14	Cc1ccc(C(=O)NCCN2CCOCC2)c(Cl)c1	-1.6	-0.3	-19.1%	-16.1%	-1.0%	-2.3%	-8.5%	14.2%	-17.6%
6	CCCCCn1c(=O)c(Cc2ccccc2)c(O)c2ccccc21	nt	0.6	2.7%	-0.4%[57.5 µM]	-2.8%	-6.5%	11.5%	-3.2%	-7.2%
18	Nc1nnnn1/N=C/c1cc(Cl)cc(Cl)c1OCc1ccc(Cl)cc1Cl	0.7	-2.8	6.4%	i	3.2%	5.6%	-6.0%	-8.5%	-12.7%
19	COc1ccc(C(=O)Nc2c3c(nn2-c2cccc(Cl)c2)CS(=O)C3)cc1 (stereo not given)	-1.0	-1.3	-8.6%	i	2.6%	-1.4%	9.6%	-4.3%	-17.6%

# The listing continues:
No.	compound	PI5P4K alpha inh	IL2 activator	GLP1R cytotox	PTHR1 agonist	EPAC1 antag	EPAC1 ag	GLP-1R inv ag	GLP1R ag	PLK1 PBD block
21	COc1ccc(Oc2nc(-c3ccccn3)ncc2OC)cc1	0.3	0.1	?	29.3%	-26.5%	-6.5%	?	13.1%	-18.6%
22	Cc1nn(C(=O)c2cccc(F)c2)c(C)c1S(=O)(=O)N1CCCCCC1	nt	nt	4.4%	-12.9%	nt	nt	10.4%	0.4%	nt
23	O=C(COC(=O)c1cncc(Br)c1)NCc1ccccc1	-7.3	1.8	3.0%	-12.8%	4.5%	-1.1%	9.3%	1.6%	-8.1%
24	CC1CCN(C(=O)/C(=C\c2ccco2)NC(=O)c2ccccc2)CC1	-5.7	2.0	4.1%	i	0.2%	-3.7%	5.3%	2.7%	1.7%
25	COc1ccc(CNC(=O)c2noc(C(C)C)c2[N+](=O)[O-])cc1	-6.4	-4.3	-9.3%	-2.2%	-7.7%	3.3%	-9.5%	0.2%	-1.9%
26	Cc1ccc(Sc2cc(C(F)(F)F)nc(N(C)C)n2)cc1	0.8	-1.9	4.3%	4.5%[57.5 µM]	2.9%	5.4%	5.6%	-13.3%	-7.2%
27	O=C(NC1CCS(=O)(=O)C1)c1ccc(S(=O)(=O)N2CCCCC2)cc1 (stereo not given)	9.5	1.6	3.5%	-23.6%	-17.1%	0.6%	2.2%	-0.6%	-6.9%
28	COc1ccc(N2CCN(C(=O)CN(c3ccccc3)S(C)(=O)=O)CC2)cc1	-1.9	-0.3	1.5%	i	-7.5%	-0.8%	-1.7%	-5.8%	1.6%
29	CCn1cc(CN(C)S(=O)(=O)c2ccc3ccccc3c2)c(C)n1	-2.9	-0.6	-9.6%	-35.2%	-2.6%	-12.4%	-0.9%	7.3%	2.4%
30	COCCn1c(SCC(=O)Nc2cccc(F)c2)nc2c(c1=O)SCC2	-0.2	-1.1	4.9%	i	4.9%	8.0%	5.4%	1.4%	-1.0%
31	O=C(Nc1ccccc1C(=O)N1CCCC1)c1cccc(S(=O)(=O)N2CCCCC2)c1	-4.0	-0.1	16.2%	-10.4%[57.5 µM]	-4.2%	6.3%	0.2%	3.4%	-14.0%
32	CN(C(=O)c1cccc(NC(=O)Cc2ccc([N+](=O)[O-])cc2)c1)C1CC1	-3.6	-0.2	-8.6%	-22.7%	-4.0%	7.3%	24.5%	-2.3%	-3.6%
33	COc1ccccc1N1CCN(CCCN2C(=O)C3CCCCN3C2=O)CC1 (stereo not given)	2.9	-1.1	-18.9%	-4.7%	-5.8%	-9.7%	13.0%	4.6%	-9.2%
34	Cc1ccc(N(CC(=O)N/N=C/c2ccco2)S(=O)(=O)c2ccccc2)cc1	nt	4.8	7.4%	i	3.9%	8.8%	1.5%	-5.6%	-12.0%
35	O=C1CC(C(=O)NC2CCCCC2)C2(CCCCC2)O1 (stereo not given)	1.7	0.2	-15.1%	-11.5%	10.3%	-10.2%	8.2%	-3.5%	5.2%
36	Cc1ccc(OC(C)C(=O)Nc2ccccc2C(=O)N2CCN(C)CC2)cc1 (stereo not given)	-7.7	-1.8	-0.4%	-6.3%	13.9%	2.6%	8.9%	1.7%	-12.3%
37	O=C(Nc1cccs1)Nc1ccc(F)cc1F	5.1	-1.8	5.4%&11.9%	-0.5%&-35.0%	-15.2%	-6.6%	-21.7%&-3.0%	-0.3%	-2.8%
38	Cc1ccccc1-c1nc(CN2CCC(C(=O)N3CCC(C(N)=O)CC3)CC2)c(C)o1	-3.7	-3.6	16.0%	-19.1%	-11.3%	20.1%	-6.8%	8.8%	-15.4%
39	NC(=O)COc1cccc2cccnc12	nt	1.5	-6.8%	i	4.5%	-1.5%	8.7%	-8.3%	-2.1%
40	COc1ccc(CN(C)CC2CCCN(CCc3ccc(F)cc3)C2)cc1OC (stereo not given)	-1.1	1.0	-19.9%	-24.4%	7.5%	-7.9%	11.2µM*	4.1%	-4.8%

# Bioassay records deposited in PubChem BioAssay by National Center for Advancing Translational Sciences (NCATS).
